PPARg SRC2 recr = PPARgamma-driven SRC-2 recruitment agonism; AID 1032; 200,000 compounds, 0.34% hits; P37231; PPARgamma LBD-SRC-2 recruitment, biochemical; activation, % at 8 µM; in the data active = activation above about 22%;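 note: 0% = vehicle and 100% = reference agonist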
RAM network inh = blocks the yeast RAM network | S. cerevisiae dse1pr::URA3 reporter, 5-FOA growth OD615, 2 d; analog-sensitive cbk1-as2 kinase mutant strain | inhibition, % at 50 µM | 190,000 compounds, 1.8% hits;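 active = inhibition above a set limit, 3 SD over mean compound inhibition, cut at about 8.4% in these data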;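 note: 0% = DMSO-only wells with no growth and 100% = 10 µM 1-NA-PP1 full growth; inhibition rescues growth on 5-FOA so higher OD means more RAM inhibition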
DTT redox prof = compounds producing H2O2 with reducing agent – biochemical, NIH compound library profiling, artefact control for MLSCN library redox annotation, primary screen | 200,000 compounds, 0.03% hits | DTT-dependent redox cycling H2O2, phenol red/HRP absorbance; 100% = 100 µM peroxide control, 0% = buffer | activation, % at 10 µM;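 active = activation of at least 50% relative to the plate's high and low controls in the primary single-dose screen; inactive = activation below 50%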;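 note: compound incubated with DTT at 0.8 mM final as the reducing agent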
S1P3 antag = S1P3 (human) receptor antagonism; Q99500; CHO S1P3 NFAT-BLA reporter, FRET fluorescence, antagonist mode; inhibition, % at 4.98 µM; 170,000 compounds, 0.27% hits; AID 485;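 active = inhibition above the plate cutoff, the mean inhibition of test wells on that plate plus 3 SD, cut at about 28% in these data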;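 note: cells challenged with S1P at its EC80 of 0.8 µM; blue over green emission ratio from cleaved BLA substrate after 4 h stimulation; 0% = S1P-stimulated wells and 100% = unstimulated DMSO-only wells; some compounds past the cut are filed as inactive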
Target sequence (Q99500 whole entry, looked up): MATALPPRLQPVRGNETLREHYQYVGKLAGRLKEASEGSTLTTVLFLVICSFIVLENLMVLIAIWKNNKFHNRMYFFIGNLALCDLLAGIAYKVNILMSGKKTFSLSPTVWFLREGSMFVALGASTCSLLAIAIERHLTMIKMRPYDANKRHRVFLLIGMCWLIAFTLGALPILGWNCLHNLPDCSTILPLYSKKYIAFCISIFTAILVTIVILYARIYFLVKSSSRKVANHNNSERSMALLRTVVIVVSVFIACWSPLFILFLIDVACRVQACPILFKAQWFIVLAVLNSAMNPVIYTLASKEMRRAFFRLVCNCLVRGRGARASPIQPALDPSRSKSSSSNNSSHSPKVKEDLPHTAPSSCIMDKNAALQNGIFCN
L major viab = reduces viability of Leishmania major promastigotes; resazurin fluorescence viability; inhibition, % at 10 µM; 200,000 compounds, 9% hits; AID 1063; in the data active = inhibition above about 50%;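 note: promastigotes grown with compound for 44 hours at 28 °C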
Efa HMGR inh = E. faecalis class II HMG-CoA reductase inhibition; purified E. faecalis HMGR, NADPH absorbance 340 nm kinetic; inhibition, % at 10 µM; 190,000 compounds, 0.41% hits; AID 1066;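 active = inhibition above a set limit, the median over all tested compounds plus 3 SD, cut at about 9.5% in these data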;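 note: enzyme runs in reverse so mevalonate oxidation gives rising NADPH absorbance; 0% = complete reaction with DMSO and 100% = background rate lacking mevalonate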
PPARg SRC-3 ag = promotes SRC-3 coactivator recruitment by human PPARgamma; biochemical PPARgamma/SRC-3 coactivator recruitment assay; 200,000 compounds, 0.26% hits; activation, % at 8 µM; P37231; AID 731; in the data active = activation above about 23%;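 note: 0% = DMSO and 100% = reference agonist; some compounds past the cut are filed as inactive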
ROMK mod = modulates human ROMK potassium channel activity; Tet-inducible ROMK, thallium flux fluorescence; actives lie on both sides; B-score at 10 µM; 130,000 compounds, 2% hits; AID 1918;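 active = signal ratio slope over the read window, or its plate-corrected B-score, at least 3 SD from the plate mean, either direction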;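 note: B-score of the F/F0 ratio slope over 7 to 12 s after thallium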
Target sequence (P48048 whole entry, looked up): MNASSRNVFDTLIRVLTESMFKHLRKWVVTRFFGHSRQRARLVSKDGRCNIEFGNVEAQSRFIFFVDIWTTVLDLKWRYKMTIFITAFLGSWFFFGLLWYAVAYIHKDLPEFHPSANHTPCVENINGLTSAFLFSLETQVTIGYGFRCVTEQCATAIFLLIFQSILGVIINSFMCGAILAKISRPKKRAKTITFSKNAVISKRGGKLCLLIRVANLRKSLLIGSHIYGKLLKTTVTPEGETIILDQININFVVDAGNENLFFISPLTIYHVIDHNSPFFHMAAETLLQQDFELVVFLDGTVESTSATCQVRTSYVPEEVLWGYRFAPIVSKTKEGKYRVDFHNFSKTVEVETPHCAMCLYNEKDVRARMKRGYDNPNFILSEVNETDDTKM
PPARg SRC-1 ag = promotes SRC-1 coactivator recruitment by human PPARgamma | PPARgamma-SRC-1 coactivator recruitment biochemical assay | 200,000 compounds, 0.41% hits | AID 631 | activation, % at 8 µM; in the data active = activation above about 19%;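 note: 0% = DMSO and 100% = reference agonist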
TR-FRET SRC-2 ct = flags TR-FRET format artefacts in PPARgamma SRC-2 recruitment agonist screen; TR-FRET artefact counter-screen; stronger effect = higher value; TR-FRET ratio at 8 µM; 200,000 compounds, 0.4% hits; AID 1049; in the data active = TR-FRET ratio above about 2000; note: inactives centre near 1500; reference of the scale not given here
bIAP inhibitor = intestinal alkaline phosphatase (bovine) inhibition | purified bovine IAP, CDP-star luminescence, 30 min | inhibition, % at 20 µM | 190,000 tested, under 10 active | AID 1019;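 active = over 50% inhibition of intestinal alkaline phosphatase at 20 µM in the single-dose screen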
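System: purified bovine intestinal alkaline phosphatase (IAP) enzyme; Input: IAP diluted 1/65,000,000 in the well; Measured by: CDP-star luminescence signal; Compound dosing: 20 µM single dose; Incubation: 30 min reaction at room temperature.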
Active calls of the source: *; . = no result given. Rows were taken by chance, and some 13% of all compounds hit somewhere here.

SMILES	PPARg SRC2 recr	RAM network inh	DTT redox prof	S1P3 antag	L major viab	Efa HMGR inh	PPARg SRC-3 ag	ROMK mod	PPARg SRC-1 ag	TR-FRET SRC-2 ct	bIAP inhibitor
COc1cccc(-c2nn(C)c3sc(C(=O)Nc4ccc5c(c4)OCCO5)cc23)c1	-1	1.9	-2.1	25	40	-6	-4	.	3	1416	11
COC(=O)C(OC(=O)c1ccc(OC)cc1)C(=O)OC	1	0.0	0.2	.	1	-9	-2	.	1	1492	12
COc1cc2c(cc1NC(=O)CSc1nnc(Cc3cccs3)n1C)oc1ccccc12	2	4.6	0.8	7	19	2	-11	-1.9	5	1490	-12
Cc1noc(C)c1CN1C(=O)NC(Cc2ccccc2)(Cc2ccccc2)C1=O	8	0.9	-0.8	10	7	-2	1	.	2	1547	-1
COc1ccc(NS(=O)(=O)c2cc(NC(=O)CCSc3ccccc3)ccc2OC)cc1	0	6.2	-0.2	-9	12	-5	-3	-1.3	2	1406	11
O=C(/C=C/c1ccco1)NC(=S)Nc1ccccc1N1CCOCC1	0	0.9	2.0	.	7	-2	1	-0.93	4	1647	13
CCN(CC)S(=O)(=O)c1ccc(C)c(NC(=S)Nc2cccc(S(=O)(=O)N3CCCCCC3)c2)c1	-7	9.0*	0.5	4	92*	-2	0	-1.1	4	1660	10
Cc1ccc(C)c(/C=C(\C(=O)O)c2ccc(S(=O)(=O)N3CCCCC3)s2)c1	1	1.7	0.2	-6	7	1	-2	-0.16	6	1451	-2
COc1ccc(O)c(/C=N/NC(=O)c2ccc(OCc3cccc(Br)c3)cc2)c1	2	3.5	-3.9	.	97*	-9	1	.	-2	1558	-8
COc1ccc2[nH]c(C)c(CCN3C(=O)C4C5C=CC(C5)C4C3=O)c2c1 (stereo not drawn)	-4	0.3	-2.5	-8	0	0	6	.	8	1629	-6
C/C=C/c1ccc(OC(C)=O)c(OC)c1	-5	0.8	0.6	-5	-5	2	1	-0.69	1	1692	8
Cc1ccc2c(c1)-c1c(cnn1CC(=O)Nc1ccccc1N1CCN(C)CC1)CO2	-3	0.2	-1.6	-20	22	6	3	.	7	1727	4
C/C(=N\NC(=O)c1nc2ccccn2c1C)c1ccc2c(c1)OCO2	8	3.9	-0.4	-9	-4	1	6	0.011	4	1609	8
COc1cccc(C(=O)CSc2nnnn2C)c1	6	1.3	-2.7	-38	-2	2	-4	-0.0085	9	1669	9
C=CCN(CC=C)S(=O)(=O)c1ccc(C(=O)Nc2nnc(CSC)o2)cc1	4	3.8	-0.7	-10	-3	-10	7	-0.12	6	1720	17
O=C(CCCn1c(SCC(=O)c2ccc(F)cc2)nc2ccccc2c1=O)NCc1ccccc1	19	4.9	0.2	.	38	-2	1	1.8	1	1692	6
CN(C)CCCNC(=S)Nc1ccc(Oc2ccccc2)cc1	3	-0.6	-0.1	2	27	-1	-4	-1.1	2	1412	15
CN1CCN(c2ccc(NC(=O)c3ccc4c(c3)[nH]c(=O)n4Cc3ccc(F)cc3)cc2)CC1	9	1.7	0.7	-5	-3	-3	-1	-0.21	3	1517	-33
CC(=O)OC[C@H]1O[C@H](C/C=N/O[C@@H](C)c2cn([C@H](CO)Cc3ccccc3)nn2)C=C[C@@H]1OC(C)=O	3	-0.9	0.7	-7	-5	1	-1	0.45	-1	1473	10
O=C(CN1c2cccc3cccc(c23)S1(=O)=O)Nc1ccccc1	3	1.6	-3.6	-32	-1	-4	3	-0.81	1	1446	-17
N#Cc1ncc(C(F)(F)F)cc1Oc1cccnc1	-4	0.1	-0.9	1	-6	7	3	1.1	0	1614	-2
Cc1c(N/C=C/C(=O)c2ccc(Cl)cc2)c(=O)n(-c2ccccc2)n1C	3	3.9	-0.4	.	-4	1	-1	-0.22	-2	1452	12
CCCn1c(SC2C(=O)CC(C)(C)CC2=O)nc2c1c(=O)n(C)c(=O)n2C	8	1.0	3.5	5	-10	0	0	.	3	1456	1
CC(C)OP(=O)(OC(C)C)C1(O)C(=O)Nc2ccccc21 (stereo not drawn)	-4	0.7	2.8	.	-5	0	-2	.	-5	1397	1
CCOc1ccc(OCC)c(NC(=O)CCCN2C(=O)c3cccnc3C2=O)c1	-2	-1.4	2.3	-2	-3	2	-5	.	-8	1343	0

Ordered by count of non-hydrogen atoms (low to high): some entries from above
SMILES	PPARg SRC2 recr	RAM network inh	DTT redox prof	S1P3 antag	L major viab	Efa HMGR inh	PPARg SRC-3 ag	ROMK mod	PPARg SRC-1 ag	TR-FRET SRC-2 ct	bIAP inhibitor
C/C(=N\NC(=O)c1nc2ccccn2c1C)c1ccc2c(c1)OCO2	8	3.9	-0.4	-9	-4	1	6	0.011	4	1609	8
COc1ccc2[nH]c(C)c(CCN3C(=O)C4C5C=CC(C5)C4C3=O)c2c1 (stereo not drawn)	-4	0.3	-2.5	-8	0	0	6	.	8	1629	-6
COc1ccc(O)c(/C=N/NC(=O)c2ccc(OCc3cccc(Br)c3)cc2)c1	2	3.5	-3.9	.	97*	-9	1	.	-2	1558	-8

Single records (already shown):
COc1ccc2[nH]c(C)c(CCN3C(=O)C4C5C=CC(C5)C4C3=O)c2c1 (stereo not drawn) is listed with PPARg SRC2 recr: -4; RAM network inh: 0.3; DTT redox prof: -2.5; S1P3 antag: -8; L major viab: 0; Efa HMGR inh: 0; PPARg SRC-3 ag: 6; ROMK mod: .; PPARg SRC-1 ag: 8; TR-FRET SRC-2 ct: 1629; bIAP inhibitor: -6
COc1ccc(O)c(/C=N/NC(=O)c2ccc(OCc3cccc(Br)c3)cc2)c1 is listed with PPARg SRC2 recr: 2; RAM network inh: 3.5; DTT redox prof: -3.9; S1P3 antag: .; L major viab: 97*; Efa HMGR inh: -9; PPARg SRC-3 ag: 1; ROMK mod: .; PPARg SRC-1 ag: -2; TR-FRET SRC-2 ct: 1558; bIAP inhibitor: -8
Cc1c(N/C=C/C(=O)c2ccc(Cl)cc2)c(=O)n(-c2ccccc2)n1C is listed with PPARg SRC2 recr: 3; RAM network inh: 3.9; DTT redox prof: -0.4; S1P3 antag: .; L major viab: -4; Efa HMGR inh: 1; PPARg SRC-3 ag: -1; ROMK mod: -0.22; PPARg SRC-1 ag: -2; TR-FRET SRC-2 ct: 1452; bIAP inhibitor: 12

Later entries
SMILES	PPARg SRC2 recr	RAM network inh	DTT redox prof	S1P3 antag	L major viab	Efa HMGR inh	PPARg SRC-3 ag	ROMK mod	PPARg SRC-1 ag	TR-FRET SRC-2 ct	bIAP inhibitor
Cc1ccccc1NC(=O)Cn1c(CCC(=O)O)ccc1-c1cccs1	-8	-1.1	-0.5	-2	-6	19*	0	-0.11	-1	1534	-9
CS(=O)(=O)N(Cc1ccccc1)c1ccc(C(=O)NCCSCc2ccco2)cc1	0	7.6	-0.5	.	1	-5	4	-2.3	6	1727	4
CCOC(=O)N1CCN(C(c2cccc(OC)c2)c2sc3nc(C)nn3c2O)CC1 (stereo not drawn)	2	-0.4	0.6	-50	-5	-1	8	0.45	1	1643	-8
CN(C)C(C)(C)C#CC(O)(c1ccccc1)c1ccccc1	-5	0.2	-0.6	-29	21	-3	-1	.	-12	1406	-5
Cc1cc([N+](=O)[O-])nn1CCCC(=O)Nc1cc(Cl)ccc1Cl	-1	0.7	-1.4	-12	13	2	-4	-2.7	-7	1498	3
CCN1CCN(Cc2ccc(OCc3ccccc3)c(OC)c2)CC1	-1	2.5	2.2	.	65*	6	-17	.	-5	1515	9
Cc1nn(C)c(C(=O)Nc2cccc(CN3CCOCC3)c2)c1Br	-3	0.1	-0.1	-10	-6	-2	0	.	-1	1495	6
COc1ccc(/C=C/c2nc(C)c(-c3ccccc3)c(=O)[nH]2)cc1OC	-6	-0.1	-0.1	-22	-4	-6	-2	.	-6	1504	23
Cc1ccc(/C=N/N(C)C2=NS(=O)(=O)c3ccccc32)o1	14	-0.2	-1.9	1	-1	-7	5	-0.19	4	1556	-30
O=C(CN1C(=O)c2ccccc2C1=O)N1CCCCC1	6	1.7	0.1	-6	-9	-5	6	.	-5	1689	0
Cc1ccc(NC(=O)CSc2nnc(C)c(=O)n2N)c(C)c1	8	1.8	-0.2	-11	-6	-2	-1	1.1	-3	1468	-17
Cn1c2c(c3ccccc31)CCSC2=O	7	1.5	0.0	-8	-1	-3	10	-0.45	9	1603	22
O=C(NCc1ccccc1)C1=C[C@@H](c2coc3ccccc3c2=O)C[C@@H](OCc2ccc(CO)cc2)O1	12	8.5*	-0.3	-11	49	-3	0	.	14	1694	-14
COC(=O)c1c(C)oc2cc(Br)c(OCC(=O)C(C)(C)C)cc12	-7	5.0	-0.4	.	1	-5	9	-0.026	1	1583	7
Cc1c(/C=N/Nc2ccc(F)cc2)c(O)n(C)c(=O)c1C#N	0	1.7	-0.2	1	60*	-4	3	-0.01	7	1632	3
O=C1/C(=N\O)Cc2ccccc21	-7	-0.3	2.7	.	-1	-1	1	.	-6	1316	3
CCOc1ccc(CCNC(=O)Cc2nn[nH]n2)cc1OCC	-2	0.5	-2.2	-11	-6	-1	-1	-0.89	-3	1474	6
Cc1ccc(-c2nnc(NCc3ccccc3)c3ccccc23)cc1	-2	1.0	-0.2	-8	10	-5	0	.	4	1529	8
Cn1c(=O)cc(N2CCN(C(=O)c3ccco3)CC2)[nH]c1=O	6	2.1	0.2	7	3	-4	-2	.	0	1617	12
O=C(Nc1nnc(-c2cccs2)s1)c1cccc(F)c1	3	2.8	0.6	0	0	-6	6	0.6	0	1531	-1
CCOC(=O)c1c(CC(C)C)csc1NC(=O)C(C)C	10	1.6	1.8	.	-5	-4	3	.	1	1658	10
Nc1ccc(-c2nc3ccc([N+](=O)[O-])cc3[nH]2)cc1	8	1.9	-0.2	11	83*	-2	10	0.28	14	1707	5
Cc1ccc(S(=O)(=O)N2CCN(c3ccnc4cc(Cl)ccc34)CC2)cc1	-9	-0.4	1.2	15	27	-2	-1	0.62	-2	1665	8
COc1nc(NCCO)nc(Nc2ccccc2F)n1	4	0.6	-1.1	-9	-1	6	1	0.1	2	1547	13
COc1cccc(N2CCN(CC(=O)NCc3cccs3)CC2)c1	-1	-0.1	0.0	-8	-2	4	-11	-0.41	-3	1476	-4
CCOC(=O)N1CCN(S(=O)(=O)c2ccc3c(c2)CCN3C(=O)CC)CC1	-4	0.6	0.4	.	-2	-5	-3	1.9	-6	1368	6
O=c1c2c3nc4ccccc4nc3n(Cc3ccccc3)c2ncn1Cc1ccco1	5	1.6	2.4	3	-1	-3	-1	.	-2	1498	-27
CCOC(=O)c1ccc(NC(=O)Nc2cc(C)cc(C)n2)cc1	-4	5.0	0.1	-7	-3	0	0	0.57	-6	1399	1
CC1CCN(CCCn2c(=S)[nH]c3c(sc4ccc([N+](=O)[O-])cc43)c2=O)CC1	9	2.9	-0.9	-14	2	-5	4	0.1	15	1625	20

Screening results: PubChem BioAssay, several laboratories
